Assay outcomes deposited in PubChem BioAssay by several laboratories.
KCNK9 inh: human KCNK9 channel inhibition | 310,000 tested, 1.2% active | AID 488922 | B-score at 10 µM | HEK293 KCNK9, FluxOR thallium flux fluorescence; stronger effect = lower value;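 active = ratio B-score over 3 SD below the library mean, with starting fluorescence within 5 SD of its mean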;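 note: negative B-score means less thallium flux so channel inhibition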
KCNQ1 act: potentiators or activators of human KCNQ1 potassium channel. P51787. CHO-K1 KCNQ1, thallium flux FluxOR fluorescence; stronger effect = higher value. B-score at 10 µM. 310,000 tested, 0.35% active;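 active = fluorescence ratio B-score, a plate-corrected score, at least three library SD, with initial intensity B-score within 5 SD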
Target sequence (P51787 whole entry, looked up): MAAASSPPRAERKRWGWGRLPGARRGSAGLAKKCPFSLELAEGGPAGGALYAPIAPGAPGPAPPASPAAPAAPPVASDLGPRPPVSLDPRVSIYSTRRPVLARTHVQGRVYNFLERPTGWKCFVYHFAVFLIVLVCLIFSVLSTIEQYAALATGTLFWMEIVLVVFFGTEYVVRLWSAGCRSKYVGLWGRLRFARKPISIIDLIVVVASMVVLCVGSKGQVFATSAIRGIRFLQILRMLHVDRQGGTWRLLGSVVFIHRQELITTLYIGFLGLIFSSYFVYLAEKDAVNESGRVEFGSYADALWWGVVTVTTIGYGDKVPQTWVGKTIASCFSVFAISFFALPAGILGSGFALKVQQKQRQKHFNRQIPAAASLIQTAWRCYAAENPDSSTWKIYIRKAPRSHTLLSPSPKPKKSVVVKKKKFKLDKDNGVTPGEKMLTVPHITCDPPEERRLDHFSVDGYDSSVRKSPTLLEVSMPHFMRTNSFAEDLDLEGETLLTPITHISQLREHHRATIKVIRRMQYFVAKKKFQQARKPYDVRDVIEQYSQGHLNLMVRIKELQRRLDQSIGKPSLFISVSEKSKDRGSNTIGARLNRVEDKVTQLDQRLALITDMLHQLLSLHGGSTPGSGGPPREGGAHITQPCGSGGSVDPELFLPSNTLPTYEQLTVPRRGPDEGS
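assay system = CHO-K1 cells stably expressing KCNQ1 | medium = assay buffer, equal DMSO in all wells | timing = 37 °C overnight plating, 90-min dark dye load, 20-min compound pretreatment | measured by = kinetic FluxOR thallium fluorescence, 10-s 1-Hz baseline, 110-s post-stimulus read | measure = fluorescence change relative to baseline, converted to B score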
HDAC3 inhib: blocks human histone deacetylase 3. AID 2718. inhibition, % at 8.3 µM. O15379. recombinant HDAC3, fluorogenic peptide/trypsin coupled, fluorescence. 320,000 tested, 0.15% active; in the data active = inhibition above about 26%, passing the limit was not always enough; inconclusive = no clear call, values can overlap the other calls
KCNQ1 block: inhibitors of human KCNQ1 potassium channel | CHO-K1 KCNQ1, FluxOR thallium flux fluorescence; stronger effect = higher value | 310,000 tested, 1.3% active | B-score at 10 µM | AID 2642;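 active = compounds whose thallium flux B-score, printed positive for inhibition, exceeds three library SD while starting fluorescence stays within three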;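 note: channel opened by potassium depolarization with thallium stimulus after 20 min compound exposure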
RGS4 pot: RGS4 potentiation or activation; 310,000 tested, 0.92% active; B-score at 10 µM; HEK293 M3R/inducible RGS4, carbachol calcium flux Fluo4; stronger effect = lower value;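 active = B-score of the integrated calcium signal more than 4 SD below the library mean, with starting fluorescence not abnormally high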;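 note: negative B-score means reduced calcium response which marks RGS4 activation or potentiation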
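Also added: carbachol at ECmax as muscarinic agonist stimulus; Assay system: HEK293 cells with stable M3R and inducible RGS4; Timing: overnight RGS4 induction, 30 min dye load 37 °C, 20 min compound RT; Measured by: Fluo4-AM (2 µM) calcium-flux fluorescence, kinetic read.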
KCNK3 inh: human KCNK3 channel inhibition, primary screen | O14649 | CHO-KCNK3 thallium flux, FluxOR fluorescence; stronger effect = lower value | B-score at 10 µM | 340,000 tested, 0.84% active;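 active = B-score under library mean minus 4 SD, starting fluorescence ratio at most library mean plus 5 SD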;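 note: more negative B-score means stronger inhibition of thallium flux through KCNK3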
Target sequence (O14649 whole entry, looked up): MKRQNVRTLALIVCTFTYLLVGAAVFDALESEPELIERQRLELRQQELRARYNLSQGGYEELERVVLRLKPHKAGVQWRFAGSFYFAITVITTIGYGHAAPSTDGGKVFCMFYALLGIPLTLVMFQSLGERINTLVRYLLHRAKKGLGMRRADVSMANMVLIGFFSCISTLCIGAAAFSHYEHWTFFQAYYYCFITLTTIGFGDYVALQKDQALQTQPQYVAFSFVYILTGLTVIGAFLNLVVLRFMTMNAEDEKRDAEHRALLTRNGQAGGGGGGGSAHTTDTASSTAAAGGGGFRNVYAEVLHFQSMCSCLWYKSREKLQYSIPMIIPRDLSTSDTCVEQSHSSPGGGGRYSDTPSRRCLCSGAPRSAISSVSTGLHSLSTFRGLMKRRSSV
GSK3A inh: blocks human GSK-3 alpha kinase; P49840; ADP-Glo luminescence, 60 min; inhibition, % at 10 µM; 320,000 tested, 0.1% active;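 in the data active = inhibition above about 50%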;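 note: GST-tagged GSK-3 alpha with peptide substrate and 25 µM ATP; 0% = DMSO neutral wells and 100% = GW8510 positive control wells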
hERG rescue: shields human hERG channel from block by proarrhythmic agents; AID 1511; 310,000 tested, 0.51% active; CHO-hERG, FluxOR thallium flux, dofetilide IC70 present; activation (rescue from dofetilide block), less the hit threshold, % at 10 µM; Q12809;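 active = activation above the mean of controls blocked by dofetilide plus 5 SD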;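 note: thallium influx through hERG after potassium depolarization seen as dye fluorescence rise; in these data hits start at about 4.7%; inactives centre near -7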
PolyA inh: yeast polyadenylation inhibition; S. cerevisiae SKY197-pL101 polyadenylation reporter, beta-gal luminescence; efflux-impaired pdr1/pdr3 knockout yeast; score 100 = 6 SD above DMSO; calls only at 12 µM; 300,000 tested, 0.02% active; AID 1875;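 active = lowest replicate activity score at least 50, where 100 means six control SD above control mean; inconclusive = lowest score under 50 but half or more replicates reach 50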;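 note: yeast exposed to compound for 9 h at 30 °C; higher score means more reporter readthrough which indicates perturbed polyadenylation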
GSK3B inh: inhibitors of human GSK3beta kinase | P49841 | GST-GSK3beta kinase, ADP-Glo luminescence, 60 min; stronger effect = lower value | activity score (negative = inhibition), % at 10 µM | 300,000 tested, 0.038% active | AID 2097;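 active = more than half of replicate wells score below -50%, meaning over 50% inhibition versus plate controls; inconclusive = some replicates but at most half score below -50%; inactive = no replicate scores below -50%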;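 note: 0% = median DMSO wells and -100% = median GW8510 positive control wells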
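Test system: GST-fused GSK3beta enzyme, cell-free | Quantity: 1.6 ng GST-GSK3beta enzyme per well | Reagent: 25 µM ATP with peptide substrate | Schedule: 60 min enzyme reaction, room temperature | Signal: Luminescent ADP-Glo measurement of ADP formed | Read-out basis: Score relative to plate controls | Control set: DMSO and 20 µM GW8510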
DYRK1A inh: inhibitors of rat Dyrk1A kinase; Q63470; ADP-Glo luminescence, NFATc1 peptide; inhibition, % at 12.5 µM; 310,000 tested, 0.43% active; in the data active = inhibition above about 50%;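 note: plate controls were vehicle with enzyme for no effect and no enzyme for full effect; many of its hits are not listed in these tables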
Active calls of the source: *; i = inactive; ? = inconclusive; / = no result given.

Start of the listing, in advance:
SMILES	KCNK9 inh	KCNQ1 act	HDAC3 inhib	KCNQ1 block	RGS4 pot	KCNK3 inh	GSK3A inh	hERG rescue	PolyA inh	GSK3B inh	DYRK1A inh
Cc1nnc(SCC(=O)Nc2ncc(S(=O)(=O)c3ccc([N+](=O)[O-])cc3)s2)s1	i	i	-10.8	i	i	i	-0.9	-5.2	i	4.3	-1.2
COc1ccc(C(=O)NC(C)CCCC(C)(C)O)cc1OC1CCN(C(C)=O)CC1 (stereo unspecified)	i	i	-1.7	i	i	i	-3.0	-3.6	i	0.7	-0.2

The listing, from the first entry:
SMILES	KCNK9 inh	KCNQ1 act	HDAC3 inhib	KCNQ1 block	RGS4 pot	KCNK3 inh	GSK3A inh	hERG rescue	PolyA inh	GSK3B inh	DYRK1A inh
Cc1nnc(SCC(=O)Nc2ncc(S(=O)(=O)c3ccc([N+](=O)[O-])cc3)s2)s1	i	i	-10.8	i	i	i	-0.9	-5.2	i	4.3	-1.2
COc1ccc(C(=O)NC(C)CCCC(C)(C)O)cc1OC1CCN(C(C)=O)CC1 (stereo unspecified)	i	i	-1.7	i	i	i	-3.0	-3.6	i	0.7	-0.2
Cc1cc2c(=O)n(Cc3ccco3)c(SCC(=O)NCc3ccco3)nc2s1	i	i	1.7	i	i	i	-0.5	-3.8	i	2.4	-1.9
CC(Cc1ccc(Cl)cc1)N1CCC(n2nccc2NC(=O)C2CCCC2)CC1 (stereo unspecified)	i	i	6.4	i	i	i	-1.0	-13.1	i	1.3	-2.3
NC(=O)NC(=O)COC(=O)c1ccc2c(c1)C(=O)N(Cc1ccccc1)C2=O	i	i	3.8	i	i	i	-2.2	-10.3	i	-1.1	-2.8
COc1ccc2c(c1)C1=NN(/C(C)=C\C(C)=O)C(c3ccccc3)C1CC2 (stereo unspecified)	i	i	-1.0	i	i	i	-0.1	-5.4	i	0.3	1.4
O=C(CSc1ccccc1)Nc1nc2ccccc2[nH]1	i	i	-1.2	i	i	i	1.2	-5.5	i	-0.1	-5.0
COc1ccc(-c2cnnn2-c2ccc(NC(=O)/C=C/c3ccc(OC)c(OC)c3)cc2)cc1	i	i	-2.8	i	i	i	6.2	-7.5	i	0.2	-3.5
N#CCC(=O)N/N=C/c1ccc(OS(=O)(=O)c2ccccc2)cc1	i	i	11.6	i	i	i	/	-11.2	i	0.7	-2.5
COc1cccc(CNC(=O)C2Cc3cc(S(=O)(=O)N4CCCC4)ccc3N2C(C)=O)c1OC (stereo unspecified)	i	i	-0.5	i	i	i	2.2	-7.8	i	1.7	0.2
COc1cccc(C2CC(c3cccs3)=NN2C(=O)CSc2nc3ccccc3o2)c1OC (stereo unspecified)	i	i	-1.9	i	i	i	-4.0	-8.4	i	1.9	-0.4
CCOC(=O)C1CCN(c2cc3c(cc2NC(=O)c2ccc(F)cc2)n(C)c(=O)n3C)CC1	i	i	1.4	i	i	i	0.4	-10.2	i	-1.1	-2.4
c1ccc(-c2nnc(-c3ccccn3)nn2)nc1	i	i	-6.4	i	i	i	1.5	-16.4	i	2.3	-0.9
COc1ccc(/C=C/C(=O)NC(C)(C)C)cc1S(=O)(=O)N1CCOCC1	i	i	4.8	i	i	i	-2.0	-4.8	i	1.6	2.0
Cc1ccc(S(=O)(=O)NC2CC2)cc1[N+](=O)[O-]	i	i	0.1	i	i	i	-0.4	2.3	i	2.4	-4.2
CCN(CC)CCNCc1cc(Cl)ccc1OCc1ccccc1F	i	i	1.7	i	i	i	1.0	-7.0	i	0.0	4.4
S=C(NCc1ccncc1)Nc1ccc(Cl)cc1	i	i	1.1	i	i	i	0.4	-10.0	i	-1.4	-3.6
CC(OC(=O)CNS(=O)(=O)/C=C/c1ccccc1)C(=O)Nc1ccc(S(=O)(=O)N2CCCC2)cc1 (stereo unspecified)	i	i	-1.6	i	i	i	2.2	-6.4	i	23.7	-1.3
CCOc1ccc(N2C(=O)CC(N3CCN(c4ccccc4OC)CC3)C2=O)cc1 (stereo unspecified)	i	i	2.2	i	i	i	-3.7	-9.8	i	-1.1	-2.5
COc1cc(C(=O)NC(=S)NNC(=O)[C@H]2C[C@@H]2c2ccccc2)cc(OC)c1OC	i	i	3.0	i	i	i	-2.8	-6.8	i	4.3	/
CCNS(=O)(=O)c1ccc(NS(C)(=O)=O)cc1	i	i	-3.0	i	i	i	/	-9.0	i	1.8	3.0
Cc1ccc(Nc2nc3ccccc3n3cnnc23)cc1Cl	i	i	-3.4	i	i	i	-0.8	-5.6	i	3.1	15.4
COC(=O)CCC(=O)OC1(C)C(=O)C2=CN(CC3CC3)C(c3ccc(OC)cc3)=CC2=C(Br)C1=O (stereo unspecified)	i	i	4.1	i	i	i	0.1	-5.7	i	2.8	-0.1
CCC(O)c1c(-c2ccccc2)nn(C)c1Cl (stereo unspecified)	i	i	-1.4	i	i	i	-1.4	-10.9	i	-0.9	-0.2
COc1cccc(/C=N/n2c(CO)nc3ccccc32)c1OC	i	i	?	i	i	i	-0.8	-13.3	i	-0.9	-7.5
O=c1[nH]c(-c2ccc3c(c2)OCO3)nc2c1sc(=S)n2-c1ccccc1	i	i	-3.4	i	i	i	17.0	-2.7	i	0.3	-6.1
Oc1cccc2ccc(/C=C/c3ccccc3Br)nc12	i	i	0.0	i	i	i	0.7	-4.0	i	0.4	-2.3
CC(=O)N1CCCc2cc(S(=O)(=O)N(C)Cc3ccccc3)ccc21	i	i	-10.5	i	i	i	-1.7	-1.9	i	-1.1	-6.0
N#Cc1cnn(-c2ccccc2)c1NC(=O)CN1CCN(c2ccccc2)CC1	i	i	-14.5	i	i	i	1.5	-9.6	i	-2.5	/
Cc1cccc(COc2ccccc2/C=N/Nc2ccc([N+](=O)[O-])cc2)c1	i	i	11.0	i	i	i	-4.7	-7.2	i	2.0	1.8
CCc1c(C(=O)Nc2ccc(OC)cc2)[nH]c(C)c1C(C)=O	i	i	0.1	i	i	i	-4.4	-10.8	i	-5.8	8.2
O=C(Nc1ccc2c(c1)OCCO2)c1cccc(Cl)c1	i	i	0.3	i	i	i	0.3	-7.5	i	-1.4	4.1
CCNC(=O)COc1ccc(S(=O)(=O)Nc2ccccc2)cc1	i	i	4.0	i	i	i	-3.8	-10.2	i	4.0	-0.9
OC(COCc1ccccc1)Cn1cnc2ccccc21 (stereo unspecified)	i	i	0.7	i	i	i	6.8	-9.8	i	0.3	6.3
NC(=S)Nc1cccc2cc3ccccc3cc12	i	i	-11.4	i	i	i	-0.4	-9.8	i	3.6	23.8
Cc1ccc(OCCCCNC2CCCCC2)c(C)c1	i	i	9.0	i	i	i	-1.8	-5.9	i	-3.5	16.5
Cc1ccc(S(=O)(=O)NNC(=O)Nc2ccccc2F)c(C)c1	i	i	-5.1	i	i	i	2.3	-14.4	i	-0.9	2.3
O=C(NCc1ccc(F)cc1)C1CCCN1S(=O)(=O)c1cccc2nsnc12 (stereo unspecified)	i	i	/	i	i	i	/	-10.7	i	-1.4	5.5
O=C(NCCN1CCOCC1)c1cc(=O)[nH]c2ccc(Br)cc12	i	i	-2.5	i	i	i	0.5	-2.5	i	0.3	3.2
CCOC(=O)C1=C(C)NC(SC)=C(C#N)C1CC(C)C (stereo unspecified)	i	i	7.2	i	i	i	15.1	-8.4	i	1.1	15.3
O=C(NC1CCCC1)C1(c2ccccc2)CCN(S(=O)(=O)c2ccccc2)CC1	i	i	5.4	i	i	i	-3.1	-13.8	i	0.0	-9.1
Clc1ccc(CNCc2cccs2)cc1Cl	i	i	3.6	i	i	i	-2.8	-3.1	i	-2.9	1.2
O=C(NCC1CCCO1)c1ccc(NC(=O)c2cccc(Cl)c2)cc1 (stereo unspecified)	i	i	2.7	i	i	i	-0.6	-1.4	i	3.2	-9.3
O=C(NCCc1ccccc1)C(=O)NCC(c1ccco1)N1CCOCC1 (stereo unspecified)	i	i	-0.4	i	i	i	3.8	-4.0	i	2.6	1.7
CC1Sc2ccc(S(=O)(=O)N3CCC(C(=O)Nc4cccc(Cl)c4)CC3)cc2NC1=O (stereo unspecified)	i	i	-3.9	11*	i	i	-2.7	-9.8	i	-3.0	-4.6
Cc1cccn2cc(CNS(=O)(=O)c3ccc4ccccc4c3)nc12	i	i	2.6	i	i	i	1.1	-12.7	i	2.3	-5.2
CC(C(=O)NCCN1C(=O)S/C(=C\c2cccs2)C1=O)N1C(=O)c2ccccc2C1=O (stereo unspecified)	i	i	2.3	i	i	i	-0.1	-0.1	i	2.7	-5.5
Cc1ccc(NC(=O)CN2CCC(C(=O)c3ccc(F)cc3)CC2)cc1	i	i	3.7	i	i	i	-1.3	-11.6	i	1.0	-1.7
COc1ccc(-c2csc(/C(C#N)=C\c3cccc([N+](=O)[O-])c3)n2)cc1	i	i	-4.5	i	i	/	-7.2	-4.5	i	2.3	/
COC(=O)c1[nH]c2ccc(Br)cc2c1NC(=O)CN1CCCCC1CCO (stereo unspecified)	i	i	1.8	i	i	i	1.3	-0.8	i	0.2	/

Next entries:
SMILES	KCNK9 inh	KCNQ1 act	HDAC3 inhib	KCNQ1 block	RGS4 pot	KCNK3 inh	GSK3A inh	hERG rescue	PolyA inh	GSK3B inh	DYRK1A inh
COc1ccccc1NC(=O)CC1SC(=N)N(c2ccccc2)C1=O (stereo unspecified)	i	i	3.7	i	i	i	-4.7	-5.0	i	-1.4	/
COc1ccc(OC)c(NC(=O)CCc2c[nH]c3ccccc23)c1	i	i	8.2	i	i	i	1.6	-9.9	i	/	/
O=C(Nc1ccccc1)c1cc(-c2ccccc2Cl)no1	i	i	3.1	i	i	i	0.3	-8.3	i	1.6	-3.8
CC(=O)Nc1cccn(Cc2c(Cl)cccc2Cl)c1=O	i	i	2.0	i	i	i	-0.4	-11.8	i	-1.8	-3.5
Cc1ccc2nc3sc(C(=O)Nc4c(C)[nH]c(=O)[nH]c4=O)c(N)c3cc2c1	i	i	2.7	i	i	i	0.8	-1.7	i	2.5	11.0
Cc1cc([N+](=O)[O-])nn1CC(=O)NNC(=S)Nc1ccc(Cl)cc1	i	i	1.8	i	i	i	-3.1	-5.0	i	2.2	-2.4
O=C(O)/C=C/c1cn(-c2ccccc2)nc1-c1cc2ccccc2oc1=O	i	i	2.8	i	i	i	-1.9	-10.0	i	-2.3	2.2
CCc1sc(C(=O)NCc2ccco2)cc1Br	i	i	-0.1	i	i	i	3.8	-7.8	i	-3.0	5.3

Not all compounds are listed (hit frequency here may not be typical).
